# Arr AP2 block: blocks beta-arrestin peptide binding to AP2 adaptin. FITC-arrestin peptide / GST-AP2 beads, flow cytometry; AP2 beta2 appendage carries R879A mutation. inhibition, % at 10 µM. hit rate 0.31% among 340,000. AID 504490;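 active = inhibition above a set limit, near 3 SD of compounds lacking own fluorescence, cut at about 54% in these data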;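 note: plate controls were DMSO wells for no effect and 5 µM unlabelled arrestin peptide for full effect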
#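 System: GST-AP2 R879A glutathione beads | Also added: FITC-arrestin peptide, 50 nM | Times: 12 min plus 1 h, RT | Signal: Bead flow cytometry, FITC channel | Buffer or medium: PBS with 0.05% Tween 20 and 0.1% BSA | Read-out basis: Percent drop in bead-associated FITC signal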
# SR-BI DiI inh: mouse SR-BI HDL lipid transfer inhibition. Q61009. ldlA[mSR-BI] CHO cells, DiI-HDL uptake fluorescence, 3 h. inhibition, % at 12.5 µM. hit rate 0.96% among 320,000;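 active = mean replicate inhibition of at least 70% and a set share of replicates each scoring 70 or more; inconclusive = meets just one of the two criteria; inactive = fails both criteria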;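 note: 0% = median of neutral control wells and 100% = median of positive control wells; values of inactives mirror those of a sister screen read the other way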
# SR-BI DiI-HDL act: SR-BI HDL lipid transfer activation; CHO ldlA[mSR-BI] cells, DiI-HDL uptake fluorescence, 3 h; 100 = double the neutral-control signal; activation, % at 12.5 µM; hit rate 0.096% among 320,000;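 active = mean replicate activation of at least 60% and every replicate at or above 60%; inconclusive = mean or all-replicate condition met, but not both; inactive = mean below 60% and not all replicates reaching 60%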;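 note: 0% = median plate neutral-control signal and 100% = twice that signal; values of inactives mirror those of a sister screen read the other way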
#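 Test system: SR-BI-overexpressing, LDLR-lacking CHO cells. Measured by: DiI fluorescence, bottom read. Medium: Ham's F12 with 0.5% BSA, HEPES 25 mM, pH 7.4. Timing: 3 h uptake period with compound, 37 °C.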
# SUMO Mot1 rescue: blocks SUMOylation pathway, rescuing yeast Mot1-301 growth; S. cerevisiae Mot1-301 growth rescue, ATP luminescence, 38.5C; percent above DMSO median, 100 means doubled; growth rescue, % at 18.8 µM; hit rate 1% among 320,000;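 active = every valid replicate shows activation above 250% relative to neutral control wells; inactive = the rest, any valid replicate at or below 250%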;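 note: OY570 slx delta 5 strain wells were the positive control but not used for scaling; some compounds called inactive have numbers as strong as hits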
# PKA-R2B activ: PKA-R2B complex activation; PKA-R2B holoenzyme dissociation, Cy5-IP20 fluorescence polarization; R2B truncated from residue 108, S112A mutant; 0% DMSO only, 100% 113 µM cGMP; activation, % at 11.4 µM; AID 504700; P22694+P31323; hit rate 0.079% among 340,000;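 active = activation above a cutoff set at the mean over all compounds plus 3 SD, cut at about 18% in these data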;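 note: higher means more holoenzyme dissociation and a rise in polarization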
# Target sequence (P31323 whole entry, looked up, other chains not shown, the tested form may be a part): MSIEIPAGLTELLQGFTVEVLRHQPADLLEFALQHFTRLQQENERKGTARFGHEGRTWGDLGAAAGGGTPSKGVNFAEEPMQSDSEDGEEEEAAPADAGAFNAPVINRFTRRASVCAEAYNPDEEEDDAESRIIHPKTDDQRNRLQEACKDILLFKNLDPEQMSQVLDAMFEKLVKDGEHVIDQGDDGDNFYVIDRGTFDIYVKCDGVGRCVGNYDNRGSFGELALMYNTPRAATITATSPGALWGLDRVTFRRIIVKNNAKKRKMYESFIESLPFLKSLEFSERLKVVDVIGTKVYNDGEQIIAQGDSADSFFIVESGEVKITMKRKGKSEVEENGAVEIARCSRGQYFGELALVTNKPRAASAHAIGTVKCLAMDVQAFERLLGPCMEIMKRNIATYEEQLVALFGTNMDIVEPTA
# DSG3 Ab inh: inhibitors of pemphigus antibody binding to human desmoglein-3; binding (percent of control), % at 10 µM; DSG3-coupled beads, scFv-anti-DSG3-GFP binding, flow cytometry; stronger effect = lower value; hit rate 0.48% among 310,000; P32926;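 active = binding more than 3 SD below its plate's average and above zero; inconclusive = below that plate limit but binding exactly zero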; note: some compounds called inactive have numbers as strong as hits
# dFosB act: mouse delta FosB homodimer activation. activation, % at 25 µM. purified delta FosB, TAMRA-CDK5 oligo fluorescence polarization; percent of positive-control signal above neutral wells. AID 493131. hit rate 0.99% among 340,000. P13346;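 active = mean activation above about 17%, with every replicate also reaching it, limit read from the data, passing the limit was not always enough; inconclusive = only one of the two conditions met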;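 note: fluorescence polarization rise as delta FosB binds a TAMRA Cdk5 AP-1 oligo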
# Target sequence (P13346 whole entry, looked up): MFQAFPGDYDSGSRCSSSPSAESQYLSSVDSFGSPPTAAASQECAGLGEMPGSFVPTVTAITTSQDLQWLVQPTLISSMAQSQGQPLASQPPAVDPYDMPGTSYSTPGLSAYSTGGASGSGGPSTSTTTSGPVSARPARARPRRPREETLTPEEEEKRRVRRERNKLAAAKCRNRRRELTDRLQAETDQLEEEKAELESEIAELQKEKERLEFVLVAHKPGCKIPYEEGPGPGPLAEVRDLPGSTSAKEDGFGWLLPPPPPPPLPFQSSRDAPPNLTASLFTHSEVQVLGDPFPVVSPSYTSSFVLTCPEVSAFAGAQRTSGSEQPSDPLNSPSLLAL
# PKA-R1A act: PKA-R1A complex activation. PKA-R1A dissociation, Cy5-IP20 fluorescence polarization; scaled: DMSO 0%, 113 µM cGMP 100%. activation, % at 11.4 µM. hit rate 0.083% among 340,000. AID 504707;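 active = percent activation above the mean of all tested compounds plus 3 SD, cut at about 19% in these data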;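 note: higher means more PKAc released from R1A so a rise in polarization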
# NSD2 HMT inh: blocks human histone methyltransferase NSD2; AID 743445; hit rate 0.54% among 310,000; O96028; inhibition, % at 12.5 µM; NSD2 peptide methylation, AlphaScreen, 120 min; in the data active = inhibition above about 50%
# MITF act: activators of MITF-driven TRPM1 promoter activity in SK-MEL-5 cells | hit rate 0.75% among 300,000 | SK-MEL-5 TRPM1-promoter luciferase, 24 h; % of positive control, neutral wells = 0 | activation, % at 12.5 µM | AID 588334;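 active = mean activation of at least 80% with every replicate also reaching 80%; inconclusive = mean reaches 80% but some replicate falls short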;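 note: 0% = neutral control wells and 100% = parthenolide positive control wells; values of inactives mirror those of a sister screen read the other way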
# CDK5 p35 inh: CDK5/p35 (human) kinase inhibition | Q00535+Q15078 | hit rate 0.01% among 330,000 | inhibition, % at 10 µM | Recombinant CDK5/p35, ADP-Glo luminescence, 60 min;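 active = highest replicate inhibition of at least 50% and at least 75% of replicates reaching 50%; inconclusive = only one of the two criteria met; inactive = both criteria failed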;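 note: plate controls were DMSO neutral control for no effect and GW8510 at 10 µM for full effect; many of its hits are not listed in these tables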
# Numbers without * were called inactive; ? = inconclusive; nt = no result given. Not a hit list (roughly 4.7% active in at least one column).
SMILES,Arr AP2 block,SR-BI DiI inh,SR-BI DiI-HDL act,SUMO Mot1 rescue,PKA-R2B activ,DSG3 Ab inh,dFosB act,PKA-R1A act,NSD2 HMT inh,MITF act,CDK5 p35 inh
CCCCn1nc2cc(C(=O)N(CC)c3ccc(OC)cc3)ccc2c1OCC,8,9,-9,14,-15,108,-4,-8,nt,31,-1.8
CCOC(=O)c1c(NC(=O)COC)sc(C(C)=O)c1C,8,22,-22,-12,-10,98,-27,-8,-6,-10,2.1
Cc1cc(OCC(=O)N2CCN(c3cccc(Cl)c3)CC2)c2c(C)c(C)c(=O)oc2c1,10,-21,21,-1,-6,98,39*,-2,-3,8,0.3
O=S(=O)(/C=C/c1ccccc1)Nc1cccc(S(=O)(=O)NC2=NCCC2)c1,-6,-18,18,-20,0,94,-13,-7,-1,2,-2.8
Cc1cccc(CC(=O)NCCN2CCCCC2)c1,43,-31,31,-14,1,109,-3,6,2,nt,2.2
Brc1ccc(-c2nnc(-c3ccc4c(c3)OCO4)o2)o1,10,-3,3,17,-12,96,-3,-3,0,43,0.2
CCCCCC(=O)N[C@@H](c1ccccc1)[C@@H](O)C(=O)O[C@H]1C[C@@]2(O)[C@@H](OC(=O)c3ccccc3)C3[C@](C)(C(=O)[C@H](OC(C)=O)C(=C1C)C2(C)C)[C@@H](O)C[C@H]1OC[C@@]31OC(C)=O (some centres not stated),-1,-35,35,-6,-1,97,-7,-3,nt,nt,-0.1
Cc1ccc(S(=O)(=O)C2(C(=O)NCc3ccccc3Cl)CC2)cc1,2,nt,nt,-5,-11,92,-3,2,-3,-2,0.9
O=C(CCSCCC(=O)N1CCCC1)N1CCCC1,3,-18,18,-3,-1,91,-3,-14,nt,nt,-1.1
O=C(COC(=O)C12CC3CC(CC(Br)(C3)C1)C2)Nc1c(F)cccc1F,0,-2,2,31,7,nt,-14,-3,-2,15,1.4
Cc1ccc2c(c1)N(CC(=O)NC1CCCCCC1)C(=O)c1cccnc1O2,-16,-2,2,-11,8,99,-10,4,-4,-10,-0.4
COc1ccc(C(=O)Nc2ccc(NC(=O)c3cccs3)cc2)cc1Cl,-1,41,-41,-10,6,88,?,4,-1,0,-1.2
CC(C)(CNC(=O)c1ccccc1F)CNC(=O)c1ccccc1F,8,-10,10,11,0,105,-3,4,-3,-4,0.8
CCc1nnc(NC(=O)CN2CC(C)OC(C)C2)s1 (configuration not stated),32,-27,27,18,-2,108,5,-3,8,-13,0.6
Cc1nn(C(=O)c2ccc3c(c2)OCO3)c(N)c1-c1ccccc1,6,26,-26,274,-12,113,-4,-4,nt,75,0.0
CN1CCN(CCC(=O)Nc2ccc(OCc3ccccc3)cc2)CC1,-7,nt,nt,-10,2,nt,1,-5,0,nt,-1.9
CC(=O)NCCN=Cc1sc2ccccc2c1O,14,-11,11,3,-8,101,10,-2,2,-2,0.7
Cc1ccc2nc(-c3ccc(SCC(=O)Nc4ccc5c(c4)OCCO5)nc3)[nH]c2c1,0,nt,nt,-5,-9,105,50*,-5,-2,?,0.7
CC(=O)c1ccccc1OC(=O)c1ccco1,-42,2,-2,4,0,102,-5,-2,-1,4,1.0
Cn1c(CCNS(=O)(=O)c2ccccc2)nc2cc([N+](=O)[O-])ccc21,23,-5,5,-5,-2,98,0,-7,0,-3,-0.6
Cc1ccc(NC(=O)CS(=O)CC(=O)N(CC(=O)NC(C)(C)C)c2cccc(C)c2C)cc1 (configuration not stated),28,nt,nt,188,5,96,-9,-1,1,1,-1.5
O=C1COc2ccc(S(=O)(=O)Nc3cccc(Cl)c3)cc2N1,5,-11,11,9,-8,102,-17,2,1,4,-0.4
CC(=O)c1c(C)[nH]c(C(=O)CSc2nnc3ccccn23)c1C,13,-31,31,nt,3,103,-1,0,-1,3,-0.1
O=C(NCc1cc(C(F)(F)F)ccc1Cl)c1cccc2c1C(=O)c1ccc(N3CCC(Cc4ccccc4)CC3)cc1S2(=O)=O,3,41,-41,-6,7,142,-7,6,nt,6,2.0

# Compound profiles, as listed above. Values in the order: Arr AP2 block, SR-BI DiI inh, SR-BI DiI-HDL act, SUMO Mot1 rescue, PKA-R2B activ, DSG3 Ab inh, dFosB act, PKA-R1A act, NSD2 HMT inh, MITF act, CDK5 p35 inh
# `Cc1ccc(NC(=O)CS(=O)CC(=O)N(CC(=O)NC(C)(C)C)c2cccc(C)c2C)cc1` (configuration not stated) across the screens: 28, nt, nt, 188, 5, 96, -9, -1, 1, 1, -1.5
# `O=C1COc2ccc(S(=O)(=O)Nc3cccc(Cl)c3)cc2N1` across the screens: 5, -11, 11, 9, -8, 102, -17, 2, 1, 4, -0.4
# `CN1CCN(CCC(=O)Nc2ccc(OCc3ccccc3)cc2)CC1` across the screens: -7, nt, nt, -10, 2, nt, 1, -5, 0, nt, -1.9

# Among those listed so far, these contain four or more nitrogen atoms.
SMILES,Arr AP2 block,SR-BI DiI inh,SR-BI DiI-HDL act,SUMO Mot1 rescue,PKA-R2B activ,DSG3 Ab inh,dFosB act,PKA-R1A act,NSD2 HMT inh,MITF act,CDK5 p35 inh
CCc1nnc(NC(=O)CN2CC(C)OC(C)C2)s1 (configuration not stated),32,-27,27,18,-2,108,5,-3,8,-13,0.6
Cc1ccc2nc(-c3ccc(SCC(=O)Nc4ccc5c(c4)OCCO5)nc3)[nH]c2c1,0,nt,nt,-5,-9,105,50*,-5,-2,?,0.7
Cn1c(CCNS(=O)(=O)c2ccccc2)nc2cc([N+](=O)[O-])ccc21,23,-5,5,-5,-2,98,0,-7,0,-3,-0.6
CC(=O)c1c(C)[nH]c(C(=O)CSc2nnc3ccccn23)c1C,13,-31,31,nt,3,103,-1,0,-1,3,-0.1

# More records follow:
SMILES,Arr AP2 block,SR-BI DiI inh,SR-BI DiI-HDL act,SUMO Mot1 rescue,PKA-R2B activ,DSG3 Ab inh,dFosB act,PKA-R1A act,NSD2 HMT inh,MITF act,CDK5 p35 inh
CC(=O)c1cccc(NC(=O)CSc2nnc(-c3ccncc3)o2)c1,23,-19,19,-8,-1,97,-1,4,-1,2,0.8
CCOc1ccc(NC(=O)CC2C(=O)N(c3ccc(OC)cc3)C(=S)N2Cc2ccccn2)cc1 (configuration not stated),-1,-7,7,142,-3,87,-4,-12,-1,7,-0.4
C/C(=N\NC(=O)c1cccc([N+](=O)[O-])c1)c1ccncc1,11,-12,12,3,7,100,-1,-4,9,6,0.5
CCN(CC(=O)Nc1c(F)cccc1F)C(=O)c1ccc2ncsc2c1,-2,-10,10,-14,-2,104,-3,-4,-2,-5,-0.7
C=CCNC(=O)CN(Cc1ccccc1)S(=O)(=O)c1ccc(C)cc1,21,-10,10,-4,-16,113,0,-8,0,nt,-1.1
Cc1cccc(-n2cnc(C(=O)N/N=C/c3ccccc3)c2)n1,8,13,-13,10,-3,105,-6,1,0,45,-0.8
COc1ccc([N+](=O)[O-])cc1NC(=O)C(C)OC(=O)CSC(C)C(=O)Nc1cc(C)on1 (configuration not stated),-7,4,-4,596,-3,107,-10,-11,-1,-1,-0.8
CCC(Sc1ncnc2c1nnn2-c1ccc(F)cc1)C(=O)OC (configuration not stated),1,14,-14,-14,-14,100,7,-5,-1,6,3.4
CC(C)CC(NC(N)=O)C(=O)NCc1ccc(Cl)cc1 (configuration not stated),-20,-12,12,-1,4,99,3,0,-6,6,-0.4
CC1CCc2c(sc(NC(=O)c3ccccc3C(=O)O)c2C#N)C1 (configuration not stated),31,-10,10,84,1,99,-4,3,1,2,1.3
O=C(COc1ccc(Cl)cc1Cl)N(c1ccccn1)C1CCCCC1,7,-6,6,19,-9,99,-2,-7,-3,10,-0.4
CCC(CC)c1nnc(NC(=O)CS(=O)(=O)Cc2ccccc2)s1,15,-15,15,465,-9,96,-7,3,0,10,1.0
COc1cccc(CN2CC(C(=O)N3CCN(c4ccc(Cl)cc4)CC3)CCC2=O)c1 (configuration not stated),-9,-7,nt,3,-4,nt,0,-13,1,-5,1.3
COc1ccc(CCNC2=NCCS2)cc1OC,30,15,-15,1,-1,96,-2,-15,-2,-2,0.4
Cc1nc(Cc2nnc(SCC(=O)N(C)c3ccccc3)o2)cs1,-1,-26,26,-3,0,111,3,-5,0,-4,-2.0
Cc1cc(OC(C)C)c2c(-c3ccccc3)cc(=O)oc2c1,-10,57,-57,9,-13,100,-11,-12,-2,3,-0.9
Cc1cc(NC(=O)c2cc(-c3ccc(O)cc3)on2)no1,-6,16,-16,-13,-2,97,0,-9,-6,54,0.5
CC(C)[C@H](NC(=O)C1CCN(S(=O)(=O)c2ccccc2)CC1)C(=O)NCc1ccco1,5,-22,22,13,6,103,-7,0,-1,0,-1.8
O=C(Nc1ccccc1)N1CCNCC1,2,-5,5,4,2,89,-5,-5,-4,-4,2.5
COc1ccc(/C=N/NC(=O)c2[nH]nc3c2CCc2ccccc2-3)cc1OC,4,33,-33,-6,9,84,88*,-5,1,-14,-2.2
Cc1cc(OC(C)C(=O)NCC2CCC(C(=O)O)CC2)c2c(C)cc(=O)oc2c1 (configuration not stated),16,-1,1,-6,-7,95,-4,0,nt,21,-0.8
COc1ccc(NS(=O)(=O)c2cccc(NC(=O)CCS(=O)(=O)c3ccccc3)c2)cc1,0,-15,15,-20,-6,95,-6,2,-1,-4,0.3
O=C1c2ccccc2C(Nc2cccc(C(F)(F)F)c2)N1Cc1ccco1 (configuration not stated),-7,1,-1,-2,-12,97,-5,10,-2,0,0.4
Cc1ccc(CN2CC(C(=O)N3CCN(S(=O)(=O)c4cc(C)ccc4C)CC3)CC2=O)cc1 (configuration not stated),-7,-11,11,3,8,nt,-12,1,2,-2,0.3
CCN(CC)c1nc(C#N)nc(N(CC)CC)n1,-11,-5,5,nt,2,98,1,6,2,8,-0.3

# High-throughput results deposited in PubChem by several laboratories.
